Compound activity: PubChem BioAssay, several laboratories
MRP reversal: MRP-mediated drug resistance reversal | differential viability (reversal), % at 10 µM | H69AR cells + 2 uM doxorubicin, CellTiter-Glo, 72 h | 0.04% of 85,000 active;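 active = viability drop by adding the cancer drug above about 55%, with treated viability meeting a 40% cutoff, limit read from the data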;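 note: viability without doxorubicin minus viability with 2 µM doxorubicin for each compound; larger differential means the compound sensitizes cells more to doxorubicin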
NFkB transloc inh: blocks IL-1B driven NFkB nuclear translocation in HUVEC cells; AID 796; inhibition, % at 2 µM; HUVEC IL-1B NFkB p65 nuclear translocation imaging; 0.43% of 94,000 active;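 active = inhibition above about 30% together with a positive call from visual inspection of the well image, limit read from the data; inconclusive = inhibition above a set limit but visual check negative; inactive = inhibition not above a set limit, visual check negative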;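 note: nuclear over cytoplasmic p65 intensity ratio measured by imaging; 0% = IL-1B stimulated DMSO wells and 100% = unstimulated DMSO wells; values of inactives mirror those of a sister screen read the other way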
Bcl-B TR3 displacers: displacers of TR3 peptide from Bcl-B, primary screen, selectivity assay for Bfl-1 inhibitor project, biochemical, fluorescence polarization; 0.11% of 96,000 active; FP displacement of FITC-TR3 peptide from Bcl-B; higher % means a stronger effect; one-dose displacement, % at 20 µM; IC50 in µM for titrated hits;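 active = displacement above 50% at 20 µM plus a fluorescence interference ratio under 1.5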;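 note: plate controls were wells without compound for no effect and wells lacking Bcl-B protein for full effect; a part of the inactive calls stands beside numbers as strong as those of hits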
IL1B NFkB pot: enhances IL-1B driven NFkB nuclear translocation; 0.3% of 94,000 active; AID 819; activation, % at 2 µM; HUVEC IL-1B NFkB p65 nuclear translocation imaging;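 active = activation above 40%, about the mean plus 3 SD, also judged a hit on visual image review; inconclusive = activation above 40% but not a hit on visual review; inactive = activation not above 40% and no visual hit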;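 note: percent activation is computed from the nuclear over cytoplasmic p65 intensity ratio; values of inactives mirror those of a sister screen read the other way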
PLAP inhibitors HTS: PLAP enzyme inhibitors, biochemical, luminescence, HTS (AID 690); purified PLAP, luminescent substrate; higher % means a stronger effect; inhibition, % at 20 µM; hits with a dose series show IC50 in µM; 0.08% of 96,000 active; in the data active = a potency from the dose series; inactive = the rest, 99 in 100 with inhibition below about 30%; note: strong numbers were not always called active
MRP reversal cytotoxicity: also measured in MRP reversal; calls as there; viability, %; H69AR cells, CellTiter-Glo, 72 h; measured here: cytotoxicity without doxorubicin
MRP reversal with doxorubicin: second read-out of MRP reversal, no call of its own (marks repeat the call); viability, %; measured here: viability with 2 uM doxorubicin; stronger effect = lower value
NFkB transloc inh cell count 2 µM: further read-out of NFkB transloc inh, marked with its call; cell count; measured here: cells passing quality filter;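 raw number of nuclei counted in each imaged well without normalization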
IL1B NFkB pot cell count 2 µM: further read-out of IL1B NFkB pot, marked with its call; cell count; measured here: cells passing quality filter
Starred values were filed as active, the others as inactive; ? = inconclusive; nt = no result given. An excerpt. The share of hits here may be higher or lower than overall.

Sequence of screens: MRP reversal, MRP reversal cytotoxicity, MRP reversal with doxorubicin, NFkB transloc inh, NFkB transloc inh cell count 2 µM, Bcl-B TR3 displacers, IL1B NFkB pot, IL1B NFkB pot cell count 2 µM, PLAP inhibitors HTS
COc1ccccc1NC(=O)C12CC3CC(C1)CC(c1ccc(C)cc1)(C3)C2
    nt, nt, nt, -1, 206, 0%, 1, 206, 17%
COc1ccccc1NS(=O)(=O)c1cc(C(=O)N2CC(C)CC(C)C2)ccc1C (stereo unspecified)
    nt, nt, nt, -20, 158, -6%, 20, 158, -65%
CCOc1ccccc1CNc1nc2nc3c(c(=O)n2[nH]1)CCC3
    -10, 96, 106, -31, 117, -2%, 31, 117, 19%
COc1ccc(C(=O)NCc2ccc(C)cc2)cc1S(=O)(=O)N1CCCc2ccccc21
    nt, nt, nt, -18, 172, -23%, 18, 172, -53%
Cc1ccccc1Cn1nnc2c1C(=O)c1ccccc1C2=O
    -6, 12, 18, -4, 145, nt, 4, 145, nt
CC12CCC(C(=O)NC(c3ccccc3)c3ccccc3)(OC1=O)C2(C)C (stereo unspecified)
    5, 90, 85, -9, 178, -2%, 9, 178, -21%
CN(C)c1ccc(/C=C2\C(=O)N(c3ccc([N+](=O)[O-])cc3)N=C2N2CCOCC2)cc1
    29, 102, 72, 20, 71, nt, -20, 71, nt
Cc1ccc(S(=O)(=O)N(C)Cc2ccc(-c3nnc4n3CCC4)cc2)cc1
    5, 84, 79, 1, 203, 7%, -1, 203, -67%
Cc1ccn2cc(CCNS(=O)(=O)c3ccc4c(c3)OCCO4)nc2c1
    10, 97, 87, -32, 166, -1%, 32, 166, -70%
Cc1ccccc1NC(=O)OCc1cn(-c2ccc(Cl)cc2)nn1
    nt, nt, nt, -1, 171, 2%, 1, 171, 7%
CCOC(=O)C1=C(C)N=C2SCCC(=O)N2C1c1cccs1 (stereo unspecified)
    10, 93, 83, -12, 173, 3%, 12, 173, -34%
CCN1C(=O)/C(=C/C=C2/SCCN2C)SC1=S
    nt, nt, nt, -7, 102, -177%, 7, 102, 1%
COc1ccc(NC(C#N)c2ccc(OC)cc2)cc1 (stereo unspecified)
    -9, 70, 80, -5, 194, -2%, 5, 194, -10%
O=C1CCCc2c1[nH]c1ccccc21
    -9, 91, 100, 6, 112, -9%, -6, 112, 12%
Cc1cccc(OCc2nnc3n2CCCCC3)c1
    2, 106, 104, 10, 105, 3%, -10, 105, 17%
O=C(Nc1c(F)cc(F)cc1Br)c1cc(-c2ccco2)on1
    nt, nt, nt, -5, 208, -7%, 5, 208, 3%
CC(=O)N1C(=O)N(C(C)=O)C2C1N(C(C)=O)C(=O)N2C(C)=O (stereo unspecified)
    16, 100, 85, nt, nt, 0%, nt, nt, 4%
Cc1ccc(S(=O)(=O)Nc2c3ccccc3nc(=O)n2-c2ccccc2)cc1
    15, 97, 82, -6, 166, 6%, 6, 166, 7%
CC(C)N1CC(C(=O)Nc2nc3ccccc3s2)CC1=O (stereo unspecified)
    -14, 88, 102, -37, 129, 2%, 37, 129, -16%
CCCC(=O)Nc1nc2ccc(S(N)(=O)=O)cc2s1
    3, 86, 83, 0, 70, 2%, 0, 70, 8%
COCc1nnc(NC(=O)CCN2C(=O)c3ccccc3C2=O)s1
    -8, 94, 102, 1, 158, 1%, -1, 158, 11%
CCOC(=O)C1CCN(C(=O)c2cccnc2Cl)CC1
    -9, 103, 112, 15, 166, 0%, -15, 166, -10%
Cc1cc(O)c(/C=N/Nc2cccc(Cl)c2)c(=O)o1
    nt, nt, nt, 7, 101, 6%, -7, 101, -5%
COc1ccc(C(F)(F)F)cc1N/C=C\c1nnnn1-c1ccc(C)cc1
    nt, nt, nt, 8, 127, -2%, -8, 127, 3%
CCn1c(-c2ccc3ncccc3c2)n[nH]c1=S
    nt, nt, nt, -5, 137, -7%, 5, 137, 12%
O=C(c1noc2c1CCc1ccccc1-2)N1CCOCC1
    0, 84, 84, -10, 178, 0%, 11, 178, -19%
CN(C)S(=O)(=O)N1CCN(c2ccccc2Cl)CC1
    9, 105, 96, 3, 209, -3%, -3, 209, -15%
COC(=O)c1sccc1NC(=O)c1cccc(OC)c1
    15, 98, 82, -16, 47, -5%, 16, 47, 36%
Cc1ccc(-c2nnc(-c3ccccc3S(=O)(=O)Cc3ccc(Cl)cc3)o2)cc1
    nt, nt, nt, 3, 118, 3%, -3, 118, 15%
O=C(NCCNC1CCN(Cc2ccccc2)CC1)c1cccs1
    nt, nt, nt, 11, 209, -3%, -11, 209, 17%
CCN(c1cccc(C(F)(F)F)c1)S(=O)(=O)c1ccc2c(c1)CCN2C(C)=O
    -55, 18, 72, 13, 64, -5%, -13, 64, -21%
COCCN(C(=O)Nc1ccc(OC)cc1OC)C1CCN(C(C)=O)CC1
    11, 107, 96, -4, 194, 2%, 4, 194, -19%
Cn1c(Cl)nc2c1c(=O)n(Cc1cccc(Br)c1)c(=O)n2C
    5, 101, 97, nt, nt, 0%, nt, nt, -37%
COC(=O)c1cc(OC)c(OC)cc1-n1cnc2cc(OC)c(OC)cc2c1=O
    9, 83, 74, -9, 118, 6%, 9, 118, -55%
Cc1noc(C)c1S(=O)(=O)N1CCC(C(=O)Nc2ccccn2)CC1
    3, 90, 88, -29, 70, -8%, 29, 70, -7%
CCCCc1c(O)nc(SCCC(=O)O)[nH]c1=O
    nt, nt, nt, -10, 151, 2%, 10, 151, -4%
CCCCN1C(=O)NC(NC(=O)c2ccco2)(C(F)(F)F)C1=O (stereo unspecified)
    5, 102, 96, -6, 150, -2%, 6, 150, -5%
CCOCCCn1c(=S)[nH]c2cc(C(=O)N3CCC(C(N)=O)CC3)ccc2c1=O
    10, 98, 88, 16, 109, -4%, -16, 109, 2%
CC(=O)C1C(c2ccccc2)c2c(n[nH]c2C)CC1(C)O (stereo unspecified)
    9, 106, 97, 2, 156, nt, -2, 156, nt
COc1ccc(C)cc1-n1c(N)c(C#N)c(C#N)c1-c1ccc(OC)c(OC)c1OC
    35, 57, 22, -6, 179, 1%, 6, 179, -53%
O=[N+]([O-])c1ccc(C=Nc2ccc(Cl)cc2Cl)s1
    nt, nt, nt, 7, 115, 0%, -7, 115, 12%
O=C(O)C1CC=CCC1C(=O)N1CCN(c2nc(-c3ccccc3)c3ccccc3n2)CC1 (stereo unspecified)
    8, 98, 90, nt, nt, -3%, nt, nt, -38%
COC(=O)c1ccc(S(=O)(=O)N2C3CCC2CC(NC(=O)C2CC2)C3)cc1 (stereo unspecified)
    -12, 85, 97, 23, 10, 12%, -23, 10, -17%
Cc1cccc(NC(=S)NNC(=O)CC(C)O)c1C (stereo unspecified)
    nt, nt, nt, -6, 165, -5%, 6, 165, -95%
COC(=O)c1scc(C)c1NC(=O)Nc1ccccc1
    nt, nt, nt, 2, 112, -1%, -2, 112, 6%
O=C(NCc1ccco1)c1cc(-c2ccc3c(c2)OCO3)on1
    -6, 71, 77, 12, 119, 3%, -12, 119, -8%
O=C(NC(=S)Nc1ccc(Cl)cn1)C(c1ccccc1)c1ccccc1
    nt, nt, nt, 16, 105, -17%, -16, 105, 11%
Fc1ccc(Nc2nc(Oc3ccccc3F)nc(N3CCCC3)n2)cc1
    18, 92, 74, -11, 144, -6%, 11, 144, -12%
COC(=O)c1cc2n(n1)CCN(Cc1ccccc1F)C2=O
    nt, nt, nt, -6, 131, -11%, 6, 131, 8%
COc1cccc(NC(=O)CCN2CCN(C)CC2)c1
    6, 103, 97, 8, 144, 20%, -7, 144, -10%
Cc1ccc(Sc2c(C)[nH]n(C(C)(C)C)c2=O)cc1
    12, 107, 95, nt, nt, 1%, nt, nt, 21%
O=C(NCc1ccc2c(c1)OCO2)c1ccc2c(c1)OCCO2
    10, 95, 85, -15, 162, -5%, 15, 162, 33%
COC(=O)c1ccccc1NC(=O)c1cnc2sccn2c1=O
    31, 105, 75, 4, 156, 14%, -4, 156, -6%
O=c1cc(CN2CCN(c3cccc(Cl)c3)CC2)c2cc(O)c(-c3ccccc3)cc2o1
    nt, nt, nt, -2, 177, -4%, 2, 177, 41%
O=S(=O)(c1ccc2ccccc2c1)N1CCN(S(=O)(=O)N2CCOCC2)CC1
    11, 92, 81, -13, 165, -13%, 13, 165, 23%
O=C1/C(=C/c2ccc(N3CCOCC3)o2)SC(=Nc2ccccc2)N1CCc1c[nH]c2ccccc12
    nt, nt, nt, ?, nt, -239%, -50, 113, -29%
CC(C)OC(=O)c1cc(C(=O)c2cc(F)ccc2O)coc1=N
    nt, nt, nt, -24, 158, -35%, 24, 158, -48%
Cc1nn(C(C)(C)C)c(OC(=O)C2CCCC2)c1S(=O)(=O)c1ccccc1
    8, 96, 88, -16, 103, 4%, 16, 103, -36%
Cc1snc(S(=O)(=O)/C(C#N)=N/Nc2ccc(C(F)(F)F)cc2)c1C#N
    2, 94, 92, -7, 68, -1%, 7, 68, -42%
O=S(=O)(c1ccccc1)c1cnc(-c2cccnc2)nc1-c1ccccc1
    nt, nt, nt, 0, 74, 15%, 0, 74, 13%

(cont.)
Sequence of screens: MRP reversal, MRP reversal cytotoxicity, MRP reversal with doxorubicin, NFkB transloc inh, NFkB transloc inh cell count 2 µM, Bcl-B TR3 displacers, IL1B NFkB pot, IL1B NFkB pot cell count 2 µM, PLAP inhibitors HTS
CCOc1ccc(OCc2ccc(C(=O)N3CCOCC3)cc2)cc1
    8, 91, 83, -16, 126, nt, 16, 126, nt
CC1=C(c2ccccc2)[N+](=O)C2(CCCC2)N1[O-]
    -7, 97, 104, -13, 183, -4%, 13, 183, -2%
O=C(NCc1ccc(F)cc1)c1cc2ccccn2n1
    -12, 95, 106, nt, nt, 4%, nt, nt, 10%
CN(Cc1nc(-c2cccnc2)no1)S(=O)(=O)c1ccc2ccccc2c1
    4, 72, 68, -17, 139, -6%, 17, 139, -48%
CCC(CC)c1nnc(NC(=O)CN2C(=O)C3C4C=CC(C4)C3C2=O)s1 (stereo unspecified)
    8, 87, 78, -2, 126, -5%, 2, 126, -27%
COCc1c(C)cc(C)c(/C=N/O)c1C
    1, 83, 82, nt, nt, 2%, nt, nt, 5%
O=C(c1cc2ccccc2oc1=O)N1CCN(c2ncccn2)CC1
    6, 105, 99, -2, 96, 3%, 2, 96, 10%
COCCCn1c(-c2ccco2)nc2ccccc2c1=O
    6, 96, 90, -22, 168, -5%, 22, 168, 8%
NNC(=O)CNC(=O)c1cccc(Br)c1
    nt, nt, nt, -17, 97, 2%, 17, 97, 3%
[O-][n+]1onc2c3ccnnc3ccc21
    -17, 38, 55, -3, 153, -13%, 3, 153, 4%
O=C(CN1CCOCC1)Nc1ccc(OCc2ccccc2)cc1
    -15, 7, 22, 3, 163, -11%, -3, 163, -26%
COC(=O)c1ccc(CSc2nnc3c(Cl)cc(Cl)cn23)o1
    -8, 67, 75, -13, 185, 3%, 13, 185, 10%
CCOC(=O)CC1Sc2ccccc2NC1=O (stereo unspecified)
    -34, 78, 112, 14, 91, 0%, -14, 91, 3%
COc1ccc(C2C(C(=O)O)CC(=O)N2C2CCCCC2)cc1 (stereo unspecified)
    1, 98, 98, -36, 127, -1%, 36, 127, -10%
Cc1c(Br)cccc1NC(=O)c1sccc1-n1cccc1
    9, 97, 88, -2, 153, 2%, 2, 153, -7%
CCOc1cccc2cc(-c3csc(NC(=O)CCC(=O)N4CCC(C)CC4)n3)c(=O)oc12
    -13, 18, 30, -11, 153, -10%, 11, 153, 16%
CC(NC(=O)c1cccs1)C(=O)NC1=NCCS1 (stereo unspecified)
    -4, 94, 97, 9, 84, -1%, -9, 84, 9%
COCCNC(=O)CN(C(=O)CCC(=O)Nc1nccs1)c1ccccc1OC
    -3, 107, 110, -6, 140, 2%, 6, 140, -54%
Cc1noc(C)c1CSc1nnc2ccccn12
    6, 84, 78, -6, 198, 7%, 6, 198, 4%
CN1c2ccccc2-c2nc3ccccc3n2C1c1ccccn1 (stereo unspecified)
    -14, 58, 72, 8, 118, -1%, -8, 118, -18%
Cc1ccc(C(=O)OCC(=O)Nc2ccccc2C(F)(F)F)cc1S(=O)(=O)N1CCOCC1
    -8, 82, 90, -16, 152, -5%, 16, 152, 8%
NC(N)=N/N=C/c1ccccc1
    18, 99, 81, -9, 170, -12%, 9, 170, 14%
